Pyk2 oligo antag: Pyk2 (human) oligomerization antagonism. Q293 cells, Pyk2 FERM NanoBiT luminescence; hits give low values. z-score (the deposit names both 25 µM and 10 µM). actives 0.83% (n = 99,000). AID 1347419;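 active = Z-score of -3 or lower, scaled per plate to the spread of control and sample wells; inactive = z-score above -3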;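 also: negative z-score means lost luminescence so less FERM oligomerization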
Target sequence (Q14289 whole entry, looked up): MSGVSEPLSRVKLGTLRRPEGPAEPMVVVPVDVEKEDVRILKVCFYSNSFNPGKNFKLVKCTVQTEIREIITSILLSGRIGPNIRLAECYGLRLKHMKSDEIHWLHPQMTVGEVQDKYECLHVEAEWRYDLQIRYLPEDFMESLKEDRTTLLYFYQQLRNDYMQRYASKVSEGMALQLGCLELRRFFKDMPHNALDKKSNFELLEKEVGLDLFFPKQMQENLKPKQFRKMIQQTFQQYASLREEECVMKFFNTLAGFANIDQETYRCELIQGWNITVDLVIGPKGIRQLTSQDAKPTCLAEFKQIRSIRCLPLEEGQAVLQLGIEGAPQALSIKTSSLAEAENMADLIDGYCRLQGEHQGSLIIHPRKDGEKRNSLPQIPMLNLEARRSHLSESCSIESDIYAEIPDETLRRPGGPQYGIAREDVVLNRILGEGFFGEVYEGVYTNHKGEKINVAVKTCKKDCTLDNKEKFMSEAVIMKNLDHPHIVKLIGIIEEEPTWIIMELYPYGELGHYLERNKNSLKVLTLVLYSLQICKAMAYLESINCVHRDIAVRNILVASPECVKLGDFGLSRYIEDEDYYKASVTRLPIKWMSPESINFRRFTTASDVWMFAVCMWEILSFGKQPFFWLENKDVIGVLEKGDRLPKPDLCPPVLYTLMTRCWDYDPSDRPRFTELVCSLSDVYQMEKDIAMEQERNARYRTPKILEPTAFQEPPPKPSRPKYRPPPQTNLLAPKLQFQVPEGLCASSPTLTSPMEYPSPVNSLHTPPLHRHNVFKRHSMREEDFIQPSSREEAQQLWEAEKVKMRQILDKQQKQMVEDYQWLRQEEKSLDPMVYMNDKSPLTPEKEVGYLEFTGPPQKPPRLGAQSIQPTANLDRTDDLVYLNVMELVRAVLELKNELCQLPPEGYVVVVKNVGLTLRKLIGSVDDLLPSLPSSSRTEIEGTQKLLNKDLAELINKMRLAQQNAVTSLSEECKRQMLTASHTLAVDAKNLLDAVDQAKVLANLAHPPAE
CYP2C19 activ: cytochrome P450 2C19 (human) activation; activation factor at 5 µM; AID 1025; 96,000 tested, under 10 active; recombinant CYP2C19, luciferin-H EGE luminescence; hits give high values; 0 = fully inhibited enzyme, 1 = untreated enzyme;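 active = activation factor of at least 2 at 5 µM in the primary screen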;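 also: 0 = wells with 2.5 mM tranylcypromine and 1 = vehicle-only wells; values of inactives mirror those of a sister screen read the other way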
PLAP act: activates human placental alkaline phosphatase | AID 696 | purified PLAP enzyme, luminescent substrate read-out; hits give high values | actives 1.2% (n = 96,000) | activation fold at 20 µM; in the data active = activation fold above about 2
Mac1 fbg inh: CD11b/CD18-fibrinogen binding inhibition. P05107+P11215. K562 CD11b/CD18 adhesion to fibrinogen, ATPlite luminescence; Mn2+ added to activate the integrin. inhibition, % at 10 µM. actives 0.54% (n = 93,000). AID 1497;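 active = primary inhibition of 50% or more at 10 µM, then 40% or more on retest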; also: some results filed as inactive read as strong as hits
CYP2C9 activ: CYP2C9 (human) activation; P11712; recombinant CYP2C9, luciferin-H conversion, luminescence; hits give high values; factor 1 = untreated enzyme, 0 = blocked; activation factor at 5 µM; actives 1.4% (n = 96,000);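 active = activation factor of 2 or more for CYP2C9 at a 5 µM dose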;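 also: 0 = sulfaphenazole-blocked wells and 1 = vehicle-only wells; values of inactives mirror those of a sister screen read the other way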
CD11b adhes enh: increases human CD11b/CD18 adhesion to fibrinogen; P05107+P11215; K562 CD11b/CD18 adhesion to fibrinogen, ATPlite luminescence; activation, % at 10 µM; actives 0.07% (n = 93,000); AID 1499;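 active = 10 µM primary screen giving 50% or more activity, confirmed by 40% or more on retest at that dose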; also: strong numbers were not always called active; reference of the scale not given here
MT1-MMP txn act: MT1-MMP promoter transcription activation. HT1080 MT1-MMP promoter luciferase reporter, luminescence, overnight; hits give high values. activation factor at 10 µM. actives 0.16% (n = 86,000). AID 750;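 active = activation factor of at least 2 for MT1-MMP transcription at 10 µM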
CYP2C9 inhib: inhibitors of human CYP2C9; P11712; inhibition, % at 5 µM; actives 20% (n = 96,000); CYP2C9 Supersomes, luciferin-H conversion, luminescence;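 active = blocking of liver enzyme CYP2C9 beyond about 50% at 5 µM, limit read from the data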; also: values of inactives mirror those of a sister screen read the other way
CYP2C19 inhib: inhibitors of human CYP2C19. CYP2C19 Supersomes, luciferin-H EGE luminescence, 30 min. AID 778. inhibition, % at 5 µM. actives 21% (n = 96,000);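 active = CYP2C19 inhibition above a set limit at 5 µM in the primary screen, cut at about 50% in these data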;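 also: plate controls were negative control wells for no effect and 2.5 mM tranylcypromine positive control for full effect; values of inactives mirror those of a sister screen read the other way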
An asterisk follows results filed as active; nt = not tested or not shown. Hits appear at their usual frequency. Share with any hit: about 31%.

Values run as follows: Pyk2 oligo antag, CYP2C19 activ, PLAP act, Mac1 fbg inh, CYP2C9 activ, CD11b adhes enh, MT1-MMP txn act, CYP2C9 inhib, CYP2C19 inhib
1) O=C(CN1CCN(c2ccccc2)CC1)N1CCc2[nH]c3ccccc3c2C1
  -0.05, 0.7, 1.4, 1, 0.5, -2, nt, 46, 34
2) CCOC(=O)Cc1cnc(NC(=O)Cn2nnc(-c3ccc(OCC)cc3)n2)s1
  1.3, 0.3, 1.3, 2, 0.2, 2, 1.1, 85*, 66*
3) CCOc1cc(-c2nnc(-c3ccco3)o2)cc(OCC)c1OCC
  -0.01, 1.1, 1.2, 12, 1, -1, 1, 1, -5
4) CCOc1ccccc1NC(=O)N1CCCC1C(=O)Nc1ccc(NC(C)=O)cc1 (centres undefined)
  0.4, 0.9, 1, 3, 0.8, -3, 1.1, 21, 7
5) COC(=O)Nc1ccc2c(c1)N(C(=O)CCN1CCN3CCCC3C1)c1ccccc1S2 (centres undefined)
  0.39, 1, 1.2, -10, 0.9, 1, 1.2, 10, -3
6) COc1ccccc1C(c1nnnn1C(C)(C)C)N1CCN(C(=O)c2ccco2)CC1 (centres undefined)
  0.2, 0.6, 1.7, -8, 0.6, -3, 1.2, 37, 37
7) CCCn1c(CN2CCN(C(=O)c3ccco3)CC2)nc2c1c(=O)n(C)c(=O)n2C
  nt, 1.1, 1, 3, 0.9, 0, 1.1, 6, -10
8) Cc1nn(-c2ccccc2)c(Cl)c1/C=N/Nc1ccc(S(=O)(=O)Nc2ccccc2C(=O)O)cc1[N+](=O)[O-]
  -1.7, 1, 1.1, nt, 0.3, nt, 1.1, 69*, 5
9) COc1ccccc1-c1ccc(=O)n(CC(=O)NC(C)(C)C)n1
  -0.44, 1, 1, -6, 1.4, 0, 0.9, -43, -1
10) O=C(NNC(=O)c1ccc(SCC2CCCO2)c([N+](=O)[O-])c1)c1ccc(F)cc1 (centres undefined)
  1, 1, 1.7, -8, 0.8, -3, 1.1, 19, -3
11) Cc1cc(C)c2cc(CN(Cc3cccs3)Cc3nnnn3CC3CCCO3)c(=O)[nH]c2c1 (centres undefined)
  -1.9, 0.2, 1.3, -2, 0.2, 2, 1, 76*, 84*
12) COc1ccc(-c2[nH]ncc2Oc2ccccc2OC)c(O)c1
  -2.8, 0.1, 2.5*, 17, 0.3, -4, 1.2, 75*, 94*
13) C=CCn1c(C)cc(C(=O)COC(=O)C2CC(=O)N(Cc3ccccc3)C2)c1C (centres undefined)
  0.71, 0.9, 1.3, -10, 1.5, 0, 1.1, -52, 7
14) NS(=O)(=O)c1ccc(CCNC(=O)c2ccc(S(=O)(=O)N3CCCCC3)cc2)cc1
  -0.36, 0.6, 2*, -1, 0.4, -4, nt, 61*, 40
15) CN(C)C(CNC(=O)c1cccc(S(=O)(=O)N(C)C)c1)c1ccccc1 (centres undefined)
  0.06, 1.1, 1.2, 5, 0.9, 5, nt, 8, -5

(list continues)
Values run as follows: Pyk2 oligo antag, CYP2C19 activ, PLAP act, Mac1 fbg inh, CYP2C9 activ, CD11b adhes enh, MT1-MMP txn act, CYP2C9 inhib, CYP2C19 inhib
16) O=C(Nc1ccc2c(c1)OCCO2)C1CCN(S(=O)(=O)c2cccs2)CC1
  2.7, 0.3, 1.4, -32, 0.4, 1, nt, 58*, 67*
17) CCOC(=O)C1CCN(c2cc(=O)n(-c3ccc(OC)cc3)c(=O)[nH]2)CC1
  nt, 0.9, 0.9, -14, 1, 2, nt, 3, 9
18) NS(=O)(=O)c1cc(C(=O)N2CCc3ccccc32)c(Cl)cc1Cl
  0.34, 1, 1.5, 14, 0.7, -4, 1.2, 32, 4
19) O=C(c1cccc(S(=O)(=O)N2CCCC2)c1)c1cccc(S(=O)(=O)N2CCCC2)c1
  1.7, 0.9, 0.9, -9, 0.9, -6, 1.1, 6, 10
20) CCN(CC)S(=O)(=O)N1CCC(C(=O)NC2CCCC2)CC1
  -0.41, 1, 1.1, -6, 0.9, -1, 1.3, 11, 2
21) Cn1c(=O)n(Cc2ccccc2)c2ccccc21
  -0.16, 0.8, 1.1, 3, 1, 0, 1, 3, 19
22) CCCCN(CC)CCNS(=O)(=O)c1ccc2c(c1)oc(=O)n2C
  0.11, 1, 0.9, -8, 1, 2, 1.1, 0, 2
23) CN(C)CCNC(=O)c1ccccc1
  0.8, 1.1, 0.9, 7, 0.9, -2, 1, 5, -11
24) COc1cccc(-c2[nH]nc3c2C(c2ccoc2)C(C#N)=C(N)O3)c1 (centres undefined)
  0.15, 0.1, 1.1, -8, 0.5, 5, 1.1, 50, 87*
25) CCCCOC(=O)CCc1nc2ccccc2[nH]c1=O
  2.1, 0.3, 0.9, -4, 0.7, -1, 1.1, 31, 73*
26) COc1cc(S(=O)(=O)NCc2ccc3c(c2)OCO3)ccc1Cl
  0.11, 0, 0.7, 2, 0.7, 1, nt, 30, 100*
27) Cc1cc(=O)oc2ccc(OCC(=O)O)cc12
  0.35, 1, 1.1, nt, 0.9, nt, 1, 12, 3
28) O=C(c1cn(CC(=O)N2CCCCC2)c2ccccc12)C1CC1
  0.16, 0.5, 1, -12, 1.2, -2, 1.1, -16, 52*
29) O=C1CC(N2CCOCC2)C(=O)N1c1cccc(Cl)c1 (centres undefined)
  0.15, 1, 0.9, nt, 1, nt, nt, -3, 1
30) O=C1CCCCCN1C(=O)c1ccc(C(=O)N2CCCCCC2=O)cc1
  0.15, 0.9, 1.1, -4, 0.8, 0, 1.1, 15, 14

Continuation:
Values run as follows: Pyk2 oligo antag, CYP2C19 activ, PLAP act, Mac1 fbg inh, CYP2C9 activ, CD11b adhes enh, MT1-MMP txn act, CYP2C9 inhib, CYP2C19 inhib
31) CC1C(=O)Nc2ccccc2N1C(=O)C1CC1 (centres undefined)
  0.02, 1, 0.8, 2, 1, -2, 1.1, -4, -2
32) Cn1c(CC(=O)Nc2ccc(Cl)c(Cl)c2)nnc1SCC(=O)N1CCN(c2ccccc2)CC1
  -0.64, 0.8, 1, -2, 0.6, 0, 1, 42, 19
33) CCCCNC(=O)c1ccc(N2CCOCC2)c(NS(=O)(=O)c2ccc(OC)cc2)c1
  -0.45, 0.7, 1.3, 20, 0.6, -4, 1.1, 44, 32
34) O=c1cc(-c2ccccc2)nc2n1Cc1ccccc1-2
  -0.16, 0.6, 1.2, -20, 0.9, 3, nt, 10, 36
35) CCOC(=O)c1nc(C)n(-c2ccc(Cl)cc2)n1
  -0.22, 0.8, 1, -4, 0.9, 0, nt, 5, 22
36) CCS(=O)(=O)Nc1cc(C(=O)OC)ccc1C(=O)OC
  1.2, 0.5, 1.1, 5, 0.6, -4, 1.3, 38, 50
37) COc1ccc(-c2cc(N)n(S(=O)(=O)c3ccc(F)cc3)n2)cc1OC
  nt, 0.3, 0.8, 24, 0, 2, nt, 95*, 70*
38) COc1cccc(/C=N/NC(=O)C(=O)N2CCCC2)c1OC
  1.4, 1.2, 1, -5, 1, 1, nt, -3, -16
39) CCOc1ccc(CN2CCCN(C)CC2)cc1
  -0.43, 1, 1.1, -48, 1.1, -2, 1.2, -8, -5
40) O=C1CCCN1CN(C(=O)c1ccc2c(c1)OCO2)c1ccc(F)cc1
  0.77, 0.9, 1.1, nt, 1, nt, 1.1, 2, 14
41) CCNc1nc(NC(C)C)nc(NS(=O)(=O)c2ccc(Cl)cc2)n1
  -0.4, 1, 1.5, -15, 0.9, 4, 0.9, 14, 2
42) CC(=O)Nc1ccc(S(=O)(=O)N2CCN(C(=O)CCC3CCCC3)CC2)cc1
  0.61, 1, 1.1, -6, 0.9, -2, 1.2, 12, -3
43) N#Cc1c(NC(=O)CSc2nnc(-c3ccco3)n2-c2ccccc2)sc2c1CCC2
  0.09, 0.9, 1.3, 4, 0.7, 14, 1.1, 30, 9
44) COc1ccc(N2CCN(CC(O)COc3ccc4c(c3)CCC4)CC2)cc1 (centres undefined)
  1.2, 0.4, 2*, 16, 1.2, -1, 1.1, -21, 58*
45) O=C(NCCc1ccccc1F)[C@@H]1CSC2c3ccccc3C(=O)N21 (some centres undefined)
  0.26, 0.9, 1.1, -10, 0.7, 0, 1.1, 30, 14

The list continues:
Values run as follows: Pyk2 oligo antag, CYP2C19 activ, PLAP act, Mac1 fbg inh, CYP2C9 activ, CD11b adhes enh, MT1-MMP txn act, CYP2C9 inhib, CYP2C19 inhib
46) Cc1ccc2nc(Cc3ccc(N)cc3)[nH]c2c1
  0.3, 0.2, 0.8, nt, 0.9, nt, nt, 10, 82*
47) CSc1nc(Oc2ccc(F)cc2)c2ccccc2n1
  1.8, 0.8, 1, nt, 1, nt, nt, -2, 18
48) Cn1cccc1C(=O)NC(=O)COC(=O)c1ccccc1Sc1ccccc1C#N
  -1.9, 0.9, 0.8, -3, 1.4, -4, 1.1, -39, 11
49) CCOC(=O)CNC(=O)Cn1cnc2c(nnn2-c2ccc(F)cc2)c1=O
  2.2, 0.9, 1, 4, 0.9, -5, 1, 12, 7
50) CCCn1c(SCC(=O)c2ccc3c(c2)OCCO3)nnc1C(C)C
  -0.12, 0.8, 1.3, -6, 0.9, 3, 1.2, 7, 16
51) O=[N+]([O-])c1ccccc1/C=N/N1CCN(c2ccccn2)CC1
  0.85, 0.5, 1, -9, 1.3, -5, nt, -27, 48
52) O=C(OCc1ccccc1)C1CCCN1C(=O)c1ccccc1[N+](=O)[O-] (centres undefined)
  0.48, 0.6, 1, 10, 0.8, -1, nt, 20, 35
53) Cc1nccn1CC(O)COC1CCCCC1 (centres undefined)
  -0.18, 1, 0.8, -25, 1.1, -4, 1, -9, 0
54) NC(=O)CSc1nnc2sc3ccccc3n12
  -0.91, 1.1, 1, 0, 1.1, 2, 1.1, -13, -5
55) Cc1cccc(C)c1N1CCN(S(=O)(=O)N2CCOCC2)CC1
  -0.45, 0.8, 1.4, -6, 0.8, -4, 1, 22, 23
56) Cc1nnc(SCC(=O)Nc2ccc(S(=O)(=O)N3CCCCC3)cc2)s1
  0.41, 0.8, 0.9, 4, 0.8, -2, 1.1, 22, 15
57) CC1(C)CC(=O)C2=C(C1)OC(N)=C(C#N)C21C(=O)N(Cc2ccccc2Cl)c2ccccc21 (centres undefined)
  -0.64, 0.1, 0.9, -22, 0.1, 2, 1.2, 94*, 86*
58) CCN(CC)S(=O)(=O)c1ccc(-c2ccc(S(=O)(=O)N(CC)CC)cc2)cc1
  0.36, 0.9, 0.9, 31, 0.6, -4, 1.1, 37, 9
59) Cc1nn(C)c(C)c1S(=O)(=O)N(CC(=O)N1CCc2ccccc21)c1ccc(C(C)C)cc1
  nt, 0.4, 0.8, 16, 0.3, 4, nt, 74*, 59*
60) CCc1c(C)sc(NC(=O)c2cc(-c3ccco3)on2)c1C#N
  0.29, 1.1, 1, 0, 1.1, -2, 1.1, -9, -6
61) O=[N+]([O-])c1ccc(Cl)c(/C=N/N2CCN(C3c4ccccc4-c4ccccc43)CC2)c1
  0.29, 1, 0.9, nt, 1.1, nt, nt, -6, -1
62) CCOC(=O)c1c(C)nc2sc(C(=O)Nc3ccccc3)c(N)c2c1-c1ccc(OC)cc1
  -1.3, 0.2, 1.4, 4, 0.2, 7, nt, 82*, 76*

Source: PubChem (Sanford-Burnham Center for Chemical Genomics)
